KDM5B inhibitor – inhibitors of human KDM5B histone demethylase; hit rate 2.6% among 220,000; AID 1347165; KDM5B demethylase, FDH-coupled NADH fluorescence (FDH is formaldehyde dehydrogenase); Q9UGL1; Potency, µM (doses to about 57.7 µM), for the others: at the top dose activity change, negative = inhibition, usual class: inhibitors; active = well fitted inhibition curve with a large enough effect; inconclusive = small, poorly fitted or top-dose-only effect; inactive = no such curve, though single readings can be large or run the other way; note: 0% is about no effect; nearly all actives have a fitted effect of over 70% in size
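Here, H3K4me3 peptide (12.5 µM in substrate mix) is demethylated by KDM5BΔAP, 200 nM final, after 10 min compound exposure. Formaldehyde product is coupled through FDH (0.25 U/mL in mix) to NADH fluorescence; 30-min ΔRFU feeds dose-response curves.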
An asterisk follows results filed as active; ? = inconclusive; [ ] = remark or other dose. Potency is the fitted concentration of half-maximal effect.

cpd | SMILES | KDM5B inhibitor
1 | CCOc1ccccc1-c1nccn1C1COc2ccccc2C1 (stereo not drawn) | -14.0%
2 | O=C(NCC(F)(F)F)C1CN(c2ccccc2)C(=O)N1 (stereo not drawn) | 10.6%[86.2 µM]
3 | Cc1cnc(CC2CCN(S(=O)(=O)c3cccs3)C2)n1CC1CC1 (stereo not drawn) | 19.6%
4 | c1ccc(-c2[nH]ncc2CN2CCN(Cc3ccc4c(c3)OCO4)CC2)cc1 | 27.0%
5 | COc1ccc(CC(=O)OCc2ccccc2C#N)c(OC)c1 | 16.4%
6 | Cc1cc(CN2CCN(Cc3nc(C(C)C)no3)CC2)no1 | -3.1%
7 | Cc1ccc(S(=O)(=O)N2CCCc3cc(NS(=O)(=O)c4ccccc4)ccc32)cc1 | ?
8 | COc1nc2c(cc1CNC(=O)C1CCCO1)C(=O)N(CCc1ccccn1)C2 (stereo not drawn) | -18.4%
9 | COC(=O)c1ccccc1-c1ccc(C(C)=O)o1 | 32.0%[activator]
10 | CN(C)C(=O)c1ccc(OC2CCN(C(=O)c3ccccc3C(F)(F)F)CC2)nc1 | -0.8%
11 | N#Cc1ccc(/C=N/Nc2ccccc2C(F)(F)F)cc1 | -13.6%
12 | COC[C@@H]1CN(C(=O)CCn2nc(C)cc2C)C[C@H]1c1ccncc1 | 6.2%
13 | Cc1noc(C2CCCCCN2C(=O)COc2ccc(F)cc2)n1 (stereo not drawn) | 4.1%
14 | Cn1ccnc1CN1C(=O)CO[C@H](c2ccc(NS(=O)(=O)Cc3ccccc3)cc2)[C@H]1CO | -10.4%
15 | CCOC(=O)c1ccc(NC(=O)NCc2nc(-c3ccccc3)oc2C)cc1 | 7.8%
16 | C=CCNc1nc(-c2cc(C)n(-c3cc(C)on3)c2C)cs1 | 8.6%
17 | COc1ccc(/C=C(/CC(=O)O)c2nc3ccccc3o2)cc1OC | ?
18 | COc1cccc(S(=O)(=O)N2CCCC(c3nc(C(C)C)no3)CCNC(=O)CC2)c1 (stereo not drawn) | -13.6%
19 | CCN(CC)c1ccc(N=Cc2ccc(Br)s2)cc1 | ?
20 | CCn1cc(S(=O)(=O)NCC2CNCCOC2)cn1 (stereo not drawn) | 13.2%
21 | CCOc1ccc(CNc2ccc(N3CCOCC3)c(C(=O)O)c2)cc1 | -22.4%
22 | COc1ccc(-c2noc(CC3CCN(C(=O)CC4CCCCC4)CC3)n2)cc1 | 1.4%
23 | COc1ccc(OC)c(S(=O)(=O)NCC(c2ccco2)S(=O)(=O)c2ccccc2)c1 (stereo not drawn) | -8.0%
24 | CCCc1nnc2n1N=C(c1ccc([N+](=O)[O-])cc1)CS2 | ?
25 | COCc1nnc(NC(=O)c2cc(OC)c(OC)c(OC)c2)s1 | -6.3%
26 | C/C=C/C=C/C(=O)OCC(=O)c1ccc(Br)s1 | -24.2%
27 | O=C(OCc1cccc(COC(=O)c2ccc(CO)cc2)c1)c1ccc(CO)cc1 | -8.8%
28 | Cc1oc(-c2ccc(Cl)cc2)nc1CN1CCCC(C(=O)NCc2ccc(Cl)cc2)C1 (stereo not drawn) | -6.9%
29 | CCn1c(-n2nc(C)c(C)c2C)nc2c1c(=O)n(Cc1ccccc1)c(=O)n2C | 9.1%
30 | O=C(c1ccc(F)cc1)N1CC2CC(C1)[C@H]1CCCC(=O)N1C2 (stereo partly drawn) | -13.0%
31 | O=C(Cc1coc(-c2ccccc2)n1)NCCN(C(=O)Cc1coc(-c2ccccc2)n1)C1CC1 | 8.2%
32 | O=C(C1CN(C(=O)c2cccc(Cl)c2Cl)c2ccccc2O1)N1CCOCC1 (stereo not drawn) | 15.4%
33 | Cc1ccc(F)c(C(=O)N[C@H](C2CCNCC2)C2CC(O)C2)c1Cl (stereo partly drawn) | 14.9%
34 | CCOC(=O)c1c(C)oc2nc(C)nc(N3CCN(c4ccc(C)cc4C)CC3)c12 | -13.7%
35 | Cc1cc(C(=O)OCC(=O)c2ccccc2)c2cccc(C)c2n1 | 13.2%
36 | COc1ccc(/C(=N\O)OC(=O)/C=C/c2ccco2)cc1 | -16.2%
37 | CC(C)N[C@H]1C[C@@H](Cc2cc(CC3CCCCC3)on2)C1(C)C | 14.6%[86.2 µM]
38 | CC1=C[C@@H](CNC(=O)CC(C)(C)CC(=O)O)[C@H](C(C)C)C[C@H]1Cc1nc2ccccc2n1C | 1.7%
39 | CC(C)c1ccc(CC(=O)N2CCCc3ncc(C(=O)NCCOc4ccccc4)cc32)cc1 | -26.3%
40 | COc1ccc(-c2nc(C3CC3)nc3c2CCN([S+](=O)([O-])c2cccc(OC)c2)CC3)cc1 | -5.9%[115 µM]
41 | CCCn1c(NCc2ccccc2C)nc2ccccc21 | 1.3%
42 | O=C(O)c1ccccc1C(=O)OCCCC(F)(F)C(F)(F)F | 11.5%
43 | Cc1ccc(NC(=O)c2sc3nc4c(cc3c2N)CN(C(C)C)CC4)cc1 | 1.2%
44 | CCn1cc(CN2C[C@@H](COc3ccccc3)[C@H](C(N)=O)C2)c(C)n1 | -1.4%
45 | CCCOc1ccc(C(=O)Nc2ccc3oc(=O)ccc3c2)cc1 | ?
46 | CCOC(=O)c1c(NC(=O)CSc2cn(CCNC(=O)c3ccccc3OC)c3ccccc23)sc2c1CCCC2 | ?
47 | COc1ccc2cnn(CC(=O)Nc3cccc(F)c3)c(=O)c2c1OC | ?
48 | CC(C)c1noc(-c2ccn3c(CNC(=O)c4ccc(N(C)C)cc4)nnc3c2)n1 | 22.4µM*
49 | CCn1cc2nc(SCC(=O)Nc3ccc(OC)c(OC)c3)n(Cc3ccc(OC)cc3)c(=O)c2n1 | 8.8%
50 | CCOc1ccccc1NC(=O)C(CC(C)C)NC(=O)C1CCC(C)CC1 (stereo not drawn) | -19.7%
51 | CCN1CCCc2cc(CN(CCN3CCOCC3)C(=S)Nc3ccccc3OC)ccc21 | ?
52 | COc1ccc(C(=O)/C=C/c2cccs2)c(OC(=O)c2ccccc2)c1 | ?
53 | CC(C)CCn1c(NCc2ccco2)nc2c1c(=O)[nH]c(=O)n2C | -4.1%
54 | CC(=O)c1ccc(NC(=O)C2=CC(c3ccc4c(c3)OCO4)=NS(=O)(=O)N2C)cc1 | ?
55 | CN(CC(=O)Nc1ccc(Cl)cc1C(F)(F)F)C1CCCc2ccccc21 (stereo not drawn) | 13.6%
56 | Cc1cc(C(=O)N(Cc2cccs2)C2CC2)c(C)o1 | 4.1%
57 | CCC(=O)c1cc(Cl)ccc1OCC(=O)Nc1ccccc1N1CCCC1=O | -4.4%
58 | CCN(CC)c1ccc(NC(=O)c2cnn3c(C(F)F)cc(-c4ccccc4)nc23)cc1 | -17.6%
59 | CCNC(=O)c1cccc(Nc2nc(CN3CCOCC3)nc3sc4c(c23)CCCC4)c1 | 10.0%
60 | CCCCN(C)C(=O)CSc1nc2ccsc2c(=O)n1-c1ccccc1F | 17.7%

Next section:
cpd | SMILES | KDM5B inhibitor
61 | COc1cccc(/C=C(/C#N)C(=O)c2c(Cl)cccc2Cl)c1OC | ?
62 | CC1CNC(C)(C)C(O)C1 (stereo not drawn) | 22.2%
63 | O=[N+]([O-])c1cccc(/C=N/O)c1 | 5.9%
64 | c1coc(CNCc2ccc3cc[nH]c3c2)c1 | -5.3%
65 | O=C(Nc1ccccc1)c1ccc2c(c1)n(Cc1cccc(F)c1)c(=O)c1ccnn12 | ?
66 | CC(C)c1nc(CN(C)C(=O)c2csc3nc(-c4ccc(F)cc4)cn23)no1 | -14.4%
67 | CSc1ccccc1NC(=O)c1csc(C)c1 | -6.5%
68 | COc1ccc(Br)cc1CNC(=O)CN1CCSc2ccccc21 | ?
69 | Cc1ccc(C(=O)C(C)Sc2nc(CN3CCOCC3)nc3ccccc23)cc1 (stereo not drawn) | -15.2%
70 | CCN1CCc2c(sc(NC(=O)Nc3cccc(Cl)c3)c2C(N)=O)C1 | ?
71 | CCc1noc(C)c1C(=O)N1CC[C@@]2(O)CCN(S(C)(=O)=O)C[C@H]2C1 | 40.1%[activator]
72 | CCc1noc(-c2ccc(N3CCCCC3)c([N+](=O)[O-])c2)n1 | -27.8%

Laid out differently: results already given.
#62 CC1CNC(C)(C)C(O)C1 (stereo not drawn)
  KDM5B inhibitor = 22.2%

#72 CCc1noc(-c2ccc(N3CCCCC3)c([N+](=O)[O-])c2)n1
  KDM5B inhibitor = -27.8%

#63 O=[N+]([O-])c1cccc(/C=N/O)c1
  KDM5B inhibitor = 5.9%

#67 CSc1ccccc1NC(=O)c1csc(C)c1
  KDM5B inhibitor = -6.5%

Next section
cpd | SMILES | KDM5B inhibitor
73 | O=C(c1ccncc1)N1C2CCC1CN(c1ccc(C(F)(F)F)cc1)C2 | 21.1%[115 µM]
74 | COc1ccc(CN2CCc3nc(C4CC4)nc(-c4ccc(O)cc4)c3C2)cc1 | -11.1%
75 | O=C(NC1CCCCC1)[C@@H]1C[C@@H](O)CN1C1CCN(C(=O)c2cc(F)ccc2F)CC1 | -10.5%
76 | CC(=O)Nc1cccc(-c2cn3cccnc3n2)c1 | ?
77 | COc1cccc(OC)c1-c1cccc(C(=O)c2nccn2C)c1 | 3.3%
78 | Cc1ccc(-c2nnc(Nc3ccc(C(N)=O)cc3)c3ccccc23)cc1S(N)(=O)=O | ?
79 | CC(C)N(C)C(=O)CSc1nc(NC2CC2)c2ccccc2n1 | -9.3%
80 | O=C(CSc1nc2cc(C(F)(F)F)ccc2s1)c1ccc2c(c1)CCCC2 | 15.7%
81 | CCCCCNc1c2c(nc3ccccc13)CC(C)(C)CC2=O | ?
82 | CC(C)=CC1C(C(=O)N(C)CC(N)=O)C1(C)C (stereo not drawn) | -13.0%
83 | CCCC(=O)N1Cc2ccccc2CC2(CCN(C)CC2)C1 | 45.6%[activator][149 µM]
84 | COCC(=O)N[C@H]1CCN(C(=O)COC)[C@H](C(=O)N[C@H](Cc2c[nH]c3ccccc23)C(=O)OC)C1 | 22.4µM*
85 | CSc1ccccc1C(=O)Nc1ccccc1-c1ccccc1 | 6.4%
86 | COc1cc(/C=C/C(=O)c2ccc(CC(C)C)cc2)cc(OC)c1O | ?
87 | CC(=O)NCCNC(=O)c1cc(=O)[nH]c2ccccc12 | ?
88 | COc1ccc(/C=N/N(C)C2=NS(=O)(=O)c3ccccc32)cc1 | ?
89 | CC(C)OCCCNC(=O)C1CC(=O)N(CCc2c[nH]c3ccc(F)cc23)C1 (stereo not drawn) | 12.6%
90 | CC(C)CNC(=O)c1ccc(C2Nc3cc(C(F)(F)F)ccc3S(=O)(=O)N2)cc1 (stereo not drawn) | ?
91 | COc1ccc(-n2nc3n(c2=O)CCN(Cc2cccnc2)C3)cc1 | ?
92 | COCc1nncn1C1CCN(C(=O)c2ccccc2F)CC1 | 26.9%
93 | COc1ccc(C(=O)N2CCCC(c3noc(COc4ccccc4F)n3)C2)cc1OC (stereo not drawn) | -10.8%
94 | COc1ccc(C(=O)COC(=O)c2cc(-c3cccs3)nc3ccccc23)cc1 | ?
95 | O=C(Cc1ccccc1F)N1CCC(Oc2ncccc2C(=O)N2CCCCC2)C1 (stereo not drawn) | 15.4%
96 | O=c1c2nnn(Cc3cccc(Cl)c3)c2ncn1Cc1nc(-c2ccccc2)no1 | 0.5%

The final four records of the part above come first, to join the parts:
cpd | SMILES | KDM5B inhibitor
93 | COc1ccc(C(=O)N2CCCC(c3noc(COc4ccccc4F)n3)C2)cc1OC (stereo not drawn) | -10.8%
94 | COc1ccc(C(=O)COC(=O)c2cc(-c3cccs3)nc3ccccc23)cc1 | ?
95 | O=C(Cc1ccccc1F)N1CCC(Oc2ncccc2C(=O)N2CCCCC2)C1 (stereo not drawn) | 15.4%
96 | O=c1c2nnn(Cc3cccc(Cl)c3)c2ncn1Cc1nc(-c2ccccc2)no1 | 0.5%
97 | COc1ccc(-c2cc(C(=O)NCCc3ccccc3)c3c(-c4ccccc4)[nH]nc3n2)cc1OC | -10.1%
98 | O=C(CN1C(=O)NC(c2ccccc2Cl)C2=C1COC2=O)Nc1ccccc1 (stereo not drawn) | -19.9%
99 | COC(=O)c1ccc(NC(=O)C2CCN(S(=O)(=O)c3ccc4c(c3)CCCN4C(C)=O)CC2)cc1 | -4.0%
100 | CC(C)(C)c1coc([C@@H]2COCCN2Cc2ccccc2F)n1 | 3.7%[86.2 µM]
101 | COC(=O)c1scc(-c2ccc(C)cc2)c1S(=O)(=O)N1CCN(c2ccccc2F)CC1 | -37.5%
102 | CC12CC3CC(C)(C1)CC(NCc1ccccn1)(C3)C2 | 19.0%
103 | COc1ccc(OS(=O)(=O)Cc2ccccc2)cc1 | 38.8%
104 | CN(C)[S+](=O)([O-])c1ccc2c(c1)OCCN(Cc1cccnc1)C2 | -2.4%[86.2 µM]
105 | O=C(NCc1ccc(F)cc1)N1CCN(C(=O)N2CC3CC(C2)[C@H]2CCCC(=O)N2C3)CC1 (stereo partly drawn) | 0.2%
106 | COc1ccc2c(C)cc(SCC(=O)Nc3nsc(-c4ccccc4C)n3)nc2c1 | ?
107 | CC(C)N1CNC(=O)C12CCN(C(=O)c1ccc(Cl)cc1)CC2 | -0.2%[149 µM]
108 | CCn1ncc(N2CCCC(CC(=O)NCc3ccc(C)cc3)C2)cc1=O (stereo not drawn) | -8.5%
109 | COCCNC(=O)[C@@H]1C[C@@H](O)CN1C1CCN(C(=O)CCn2nc(C)cc2C)CC1 | 5.4%
110 | COc1cc(OC)c(C2CC(=O)Nc3c(-c4ccccc4)nsc32)cc1OC (stereo not drawn) | 0.7%
111 | CCCCN1C(=O)C(CC(=O)N2CCOCC2)Sc2ncccc21 (stereo not drawn) | -9.2%
112 | O=C1NC[C@@H](CCC(=O)N2CCN(c3ccccn3)CC2)N2C[C@@H](NCc3ccc(CO)o3)C[C@@H]12 | ?
113 | CC(=O)c1cccc(NC(=O)c2cc(-c3cccs3)on2)c1 | 28.3%
114 | O=C(Cc1ccc(F)cc1)N(Cc1cccc2[nH]ccc12)C1CC1 | -6.0%
115 | Cc1noc([C@@H]2CC(F)(F)CN2C(=O)c2occc2C)n1 | 13.9%
116 | CC(C(=O)NC(N)=O)N(C)Cc1ccc(C(=O)NC2CC2)cc1 (stereo not drawn) | 24.9%

Bioassay records: PubChem BioAssay, National Center for Advancing Translational Sciences (NCATS)

Some of the compounds tested; rates above refer to the full screens.
